# Screening results (PubChem BioAssay)
# TSG101-PTAP inh – qHTS Validation Assay for Inhibitors of HIV-1 Budding by Blocking the Interaction of PTAP/TSG101: Sytravon Library Screen | Tumor susceptibility gene 101 protein (Homo sapiens), Q99816 | Potency, µM (doses to about 115 µM), inactives show at the highest dose activity change, negative = inhibition, usual class: inhibitors | AID 1347069, 2019 | Fluorescence polarization, FITC-PTAP peptide/Tsg101, 20 min | 44,000 tested, under 10 active; further: potency means the concentration at half of the fitted maximal effect; 0% is about no effect
# Target sequence (Q99816 whole entry, looked up): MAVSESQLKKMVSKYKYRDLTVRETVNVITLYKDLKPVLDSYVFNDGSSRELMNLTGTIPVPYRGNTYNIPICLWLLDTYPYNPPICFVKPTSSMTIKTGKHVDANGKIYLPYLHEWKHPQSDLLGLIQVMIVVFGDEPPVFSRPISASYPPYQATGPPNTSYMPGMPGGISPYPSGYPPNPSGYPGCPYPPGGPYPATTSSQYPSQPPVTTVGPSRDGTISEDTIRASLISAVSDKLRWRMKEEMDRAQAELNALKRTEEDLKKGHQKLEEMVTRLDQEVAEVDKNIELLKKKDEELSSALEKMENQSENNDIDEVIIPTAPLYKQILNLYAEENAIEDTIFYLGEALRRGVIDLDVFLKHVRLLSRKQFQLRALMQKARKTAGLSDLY
#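 Read-out is FITC fluorescence polarization. Compounds were added to Tsg101 binding domain (10 uM final), then FITC-PTAP peptide (50 nM final), 20 min at r.t. Total S+P intensity flags fluorescent compounds.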
# FH mod – Identification of activators of human fumarate hydratase by quantitative high-throughput screening; Fumarate hydratase, mitochondrial (Homo sapiens), P07954; FH coupled MDH/diaphorase resazurin fluorescence, 15 min; Potency, µM (top dose mostly 79.9 µM), for inactives: at the highest dose activity change, negative = inhibition, usual class: inhibitors; 0.22% of 54,000 active; AID 1347055, 2019; further: potency means the concentration at half of the fitted maximal effect; on the % scale 0 is the no-effect control and ±100 the full control effect; the screen sought activators but most active calls are inhibition curves; nearly all actives have a fitted effect of over 45% in size
# GALK inh – qHTS Assay for Inhibitors of Human Galactokinase (GALK): NCGC Sytravon Library Screen; P51570; recombinant GALK, Kinase-Glo ATP luminescence, 1 h; Potency, µM (top dose mostly 57.5 µM), for the others: top-dose activity, negative = inhibition, actives largely listed as inhibitors; 44,000 tested, under 10 active;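 further: plate controls were full GALK reaction for no effect and reaction lacking GALK for full effect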
# Target sequence (P51570 whole entry, looked up): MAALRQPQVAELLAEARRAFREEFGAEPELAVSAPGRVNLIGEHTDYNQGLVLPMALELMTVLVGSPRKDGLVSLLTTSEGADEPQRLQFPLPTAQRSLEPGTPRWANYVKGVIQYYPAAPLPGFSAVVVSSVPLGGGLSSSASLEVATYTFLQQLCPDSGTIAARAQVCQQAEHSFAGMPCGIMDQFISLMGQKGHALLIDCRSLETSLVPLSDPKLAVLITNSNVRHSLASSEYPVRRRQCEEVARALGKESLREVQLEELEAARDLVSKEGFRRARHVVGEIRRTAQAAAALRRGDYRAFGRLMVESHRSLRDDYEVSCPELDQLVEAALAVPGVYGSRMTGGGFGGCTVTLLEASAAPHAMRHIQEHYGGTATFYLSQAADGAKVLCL
#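 Luminescent ATP-depletion readout (Kinase-Glo Plus, 10 min) after 1 h RT reaction of 5 nM GALK, 35 uM ATP, 100 uM galactose, pH 8.0 HEPES buffer. Decreased kinase activity scored as inhibition.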
# B2AR arrestin ag – qHTS assay of beta-arrestin-biased ligands of beta2-adrenergic receptor: NCGC Sytravon Library Screen. Beta-2 adrenergic receptor (Homo sapiens), P07550. HTLA Tango cells, beta-arrestin recruitment, luciferase luminescence, 18 h. Potency, µM (highest dose often 46.1 µM), inactives show top-dose activation, usual class: activators. 44,000 tested, under 10 active. AID 1347077, 2019;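 further: potency means the concentration at half of the fitted maximal effect; 0% = DMSO and full agonism = EC100 isoproterenol or metaproterenol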
#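 First, Tango cells carrying beta2-AR and beta-arrestin fusions received compound up to 46 microM. After 18 hr at 37 degrees C, luciferase substrate was added for 15 minutes, then luminescence gave %Activity for curve fitting.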
# NTMT1 inhibitor – Primary qHTS for Inhibitors of N-terminal methyltransferase 1 (NTMT1): MTaseGlo Assay | N-terminal Xaa-Pro-Lys N-methyltransferase 1 (Homo sapiens), Q9BV86 | NTMT1 MTase-Glo SAH luminescence, purified enzyme | Potency, µM (highest dose often 114 µM), for inactives: at the highest dose activity change, negative = inhibition, hits mostly inhibitors | 2.5% of 59,000 active;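 further: potency means the concentration at half of the fitted maximal effect; plate controls were DMSO vehicle for no effect and no enzyme for full effect; nearly all actives have a fitted effect of over 65% in size; many of its hits are not listed in these tables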
# Target sequence (Q9BV86 whole entry, looked up): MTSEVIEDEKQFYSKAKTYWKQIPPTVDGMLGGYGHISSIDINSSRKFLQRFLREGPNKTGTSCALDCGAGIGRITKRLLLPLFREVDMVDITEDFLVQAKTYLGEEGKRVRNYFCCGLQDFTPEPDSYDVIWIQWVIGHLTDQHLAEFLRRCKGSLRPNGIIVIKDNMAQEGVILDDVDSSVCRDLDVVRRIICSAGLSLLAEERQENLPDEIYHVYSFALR
# p53null 32C kill – qHTS Screen for Compounds that Selectively Target Cancer Cells with p53 Mutations: Cytotoxicity of p53 Null Cells at the Permissive Temperature; H1299-neo p53 null cells, ATP luminescence, 24 h, 32C; Potency, µM (series often up to 46.1 µM), inactives show top-dose activity change, negative = cytotoxicity, most hits filed as cytotoxic; 0.62% of 55,000 active; AID 903, 2007;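 further: potency means the concentration at half of the fitted maximal effect; 0% = DMSO only and -100% = full killing by 100 µM tamoxifen; nearly all actives have a fitted effect of over 55% in size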
#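 H1299-neo (p53-null) cells, 600/well, were pre-incubated overnight at 37C, then exposed to compounds at up to 46 uM for 24 hr at 32C. Viability was measured as ATP content by luminescence, and AC50 values came from Hill fits.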
# p53null 39C tox – qHTS Screen for Compounds that Selectively Target Cancer Cells with p53 Mutations: Cytotoxicity of p53 Null Cells at the Nonpermissive Temperature; 0.97% of 55,000 active; Potency, µM (doses to about 46.1 µM), inactives show at the highest dose activity, negative = cell killing, most hits filed as cytotoxic; H1299 p53-null (neo) cells, 39C, ATPlite viability, 24 h;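 further: potency means the concentration at half of the fitted maximal effect; 0% = DMSO only and -100% = full killing by 100 µM tamoxifen; nearly all actives have a fitted effect of over 50% in size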
#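 Concentration-response (up to 46 uM) was run for 24 h at the nonpermissive 39C on H1299-p53A138V or H1299-neo cells. ATP content was measured with ATPlite luminescence. AC50 values were Hill-modeled after normalizing between DMSO and 100 uM tamoxifen killing.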
# Starred values were filed as active, the others as inactive; ? = inconclusive; nt = not tested or not shown; [ ] = another dose, or the depositor's remark. The call rests on the fitted dose curve; in most records, active means well fitted curve in the direction sought with a large enough effect; inconclusive means small, poorly fitted or top-dose-only effect, or another doubt; inactive means no such curve, though single readings can be large; an effect the other way counts as inactive or inconclusive. This is a subset; count on the stated rates, not on these rows.
# Value order – TSG101-PTAP inh, FH mod, GALK inh, B2AR arrestin ag, NTMT1 inhibitor, p53null 32C kill, p53null 39C tox
- COc1ccc(-c2noc(-c3cc(-c4ccc(F)cc4)n[nH]3)n2)cc1
    3%, -8%, 1%, 1%, 9%, -3%, -2%
- COc1cccc(NC(=O)C(=O)NCCc2sc(-c3cccc(C)c3)nc2C)c1
    2%, -10%, 2%, 10%, 2%, -6%, 10%
- O=C(CSc1nnc(-c2ccccc2)o1)c1cccc([N+](=O)[O-])c1
    -5%, 3%, 1%, 1%, 12%, ?, 6%
- COc1ccc(-c2cc(C(F)(F)F)nc(SCC(=O)N3CCC(C)CC3)n2)cc1
    -2%, -3%, 6%, 0%, 2%, -3%, -14%
- CC(=O)c1ccc(N2CCN(C(=O)C3CCN(S(=O)(=O)c4c(C)noc4/C=C/c4ccccc4F)CC3)CC2)cc1
    0%, -15%, 4%, 0%, -4%, 5%, -8%
- Cc1ccc(N(C)S(=O)(=O)c2ccc3[nH]cc(C(=O)O)c(=O)c3c2)cc1C
    0%, 1%, 1%, -1%, 5%, 1%, -9%
- Cn1c(=O)[nH]c(=O)c2c1nc(CN1CCN(c3ccccc3F)CC1)n2Cc1ccc(F)cc1
    -4%, -5%, -1%, -1%, -1%, -7%, 6%
- O=C(CCCc1nc(-c2ccco2)no1)Nc1ccccc1[N+](=O)[O-]
    -6%, -1%, -11%, -4%, -12%, -2%, 1%
- CN(CC(=O)Nc1ccccc1Cl)S(=O)(=O)c1ccc(C(=O)N2CCOCC2)s1
    1%, -6%, -2%, 0%, -1%, -1%, 14%
- CCOc1ccccc1NC(=O)CN1Cc2ccccc2C1=O
    0%, 7%, -3%, -1%, -5%, -3%, -5%
- CC(C)c1ccc(OC(=O)c2cc(-c3ccc4c(c3)OCCO4)on2)cc1
    1%, -30%, -4%, -4%, 0%, 13µM*, 32µM*
- CCOC(=O)c1ccc(N2C(=O)c3n[nH]c(C)c3C2c2ccc(OCC)cc2)cc1 (stereo not drawn)
    -6%, ?, 8%, 2%, -1%, 31%[activator], -1%
- COc1ccc(-c2cc(C(=O)Nc3cccnc3)no2)cc1OC
    -2%, nt, 3%, 0%, nt, 11%, ?
- CCc1nn2c(=O)c(S(=O)(=O)Nc3ccc(C(C)C)cc3)c(C)nc2s1
    -5%, -8%, -1%, 1%, 12%, 3%, -15%
- COc1ccc(Cl)cc1N(C)C(=O)Cn1cnc2sc(C)c(S(=O)(=O)N3CCN(c4ncccn4)CC3)c2c1=O
    0%, 9%, -13%, 1%, -9%, 12%, -4%
- COc1ccccc1/C=C/c1nc2ccccc2n1C(C)C
    -11%, -25%, 2%, -1%, -16%, ?, ?
- Cc1ccc(-c2nnc(Nc3ccc(O)cc3)c3ccccc23)cc1S(=O)(=O)NCc1nc2ccccc2[nH]1
    2%, -36%, 2%, -1%, 24%, 3%, 35%[activator]
- CCOc1ccc(C(=O)Cn2c(=O)n3nc(CCn4nc(C)cc4C)nc3c3cc(OC)c(OC)cc32)cc1
    -5%, -2%, 1%, 0%, -7%, -6%, 0%
- Cc1cc(OCC(=O)Nc2sc3c(c2C(N)=O)CCCC3)ccc1C(C)C
    -6%, -3%, 0%, -1%, 5%, 2%, 19%
- Cc1oc(-c2ccc(C(=O)Nc3ccc(F)cc3)cc2)nc1COc1ccccc1
    0%, -4%, -2%, -1%, -6%, -8%, 14%

# An excerpt from above, limited to GALK inh and p53null 39C tox.
canonical_smiles | GALK inh | p53null 39C tox
Cc1ccc(N(C)S(=O)(=O)c2ccc3[nH]cc(C(=O)O)c(=O)c3c2)cc1C | 1% | -9%
Cn1c(=O)[nH]c(=O)c2c1nc(CN1CCN(c3ccccc3F)CC1)n2Cc1ccc(F)cc1 | -1% | 6%

# Going on with the list.
# Value order – TSG101-PTAP inh, FH mod, GALK inh, B2AR arrestin ag, NTMT1 inhibitor, p53null 32C kill, p53null 39C tox
- COc1ccc(CNC(=O)CC2Oc3ccc(C)cc3NC2=O)cc1 (stereo not drawn)
    -4%, -5%, 6%, 1%, 2%, -3%, -7%
- CCOc1ccccc1-c1noc(CSc2nnc(-c3ccncc3)n2-c2ccc(F)cc2)n1
    3%, 0%, 2%, -1%, -7%, -3%, 5%
- O=C(Nc1ccc(F)cc1)N1CCN(C(=O)c2nsc3ccccc23)CC1
    -6%, 4%, 0%, 1%, -6%, -3%, -4%
- COc1ccc(Cl)cc1NC(=O)c1nn(-c2ccc(C)cc2)c(=O)n(C)c1=O
    -1%, 2%, -4%, 1%, -6%, 2%, -18%
- CCOc1ccc(NC(=O)C2CCN(c3nc4ccccc4[nH]3)CC2)cc1
    2%, -10%, 4%, 0%, -2%, -3%, 28%
- COC(=O)c1c(C)oc2ccc(N(C(=O)c3ccncc3)S(=O)(=O)c3cc(C)c(C)cc3C)cc12
    0%, -29%, -1%, -1%, 14%, 55%[activator], 76%[activator]
- Cc1ccc(CC(=O)NCc2nc(-c3cccc(C)c3)no2)cc1
    -1%, -12%, -1%, 1%, 0%, -12%, 18%
- CC(=O)N1CCCc2cc(S(=O)(=O)N3CCN(c4ccc(F)cc4)CC3)ccc21
    -4%, -9%, 1%, 0%, ?, -11%, -7%
- COc1cc2c(cc1OC)C(COc1ccc3c(C)cc(=O)oc3c1)N(C(=O)Cc1ccc(F)cc1)CC2 (stereo not drawn)
    -8%, 5%, 1%, 0%, 6%, -4%, -14%
- CCOc1ccc(NC(=O)c2cn(C3CCCCC3)c(=O)c3c2c2ccccc2n3C)cc1
    2%, ?, -5%, -1%, -2%, 9%, -9%
- CCc1nnc2c(NCc3ccccc3OC)nc3ccccc3n12
    -4%, 3%, 0%, 0%, 6%, -8%, 24%
- CCc1ccc(-c2nc(SCC(=O)NCC3CCCO3)c(-c3ccc(F)cc3)[nH]2)cc1 (stereo not drawn)
    0%, -7%, -4%, 1%, 2%, 3%, -6%
- COc1cccc(NC(=O)CN2C(=O)c3cccnc3Oc3ccc(Cl)cc32)c1
    0%, -19%, -3%, 1%, 1%, 15%, -17%
- COc1ccc(OC)c(CNC(=O)c2cc3c(Cl)nc4ccccc4c3s2)c1
    2%, -9%, 10%, 0%, 10%, -2%, -19%
- CCOc1ccc(-n2cc(C(=O)Nc3ccccc3OCC)c3cc(OC)c(OC)cc3c2=O)cc1
    3%, -5%, 0%, 0%, 0%, -3%, -7%
- CC(C)CCN1C(=O)N(c2ccccc2)C(=O)C1CC(=O)Nc1ccc(Cl)cc1 (stereo not drawn)
    0%, -17%, 2%, 0%, 15%, 13%, -17%
- CCOC(=O)c1cccc(NC(=O)CC2C(=O)N(c3ccc(Cl)cc3)C(=O)N2C2CCCC2)c1 (stereo not drawn)
    -5%, nt, -1%, 1%, nt, 13%, 52%[activator]
- CCOC(=O)c1c(S(=O)(=O)N2CCC(C(=O)N3CCN(c4cccc(C)c4C)CC3)CC2)c(C)n(C)c1C
    -1%, ?, -2%, -2%, 7%, 27%, -11%
- O=C(Nc1ccc(OCc2cc(=O)n3c4c(sc3n2)CCCC4)cc1)c1cccc(F)c1
    2%, 7%, -12%, 0%, -5%, 7%, -11%
- CCOc1ccc(C(=O)N2CCC(c3noc(-c4ccc(S(=O)(=O)N5CCCC5)cc4)n3)CC2)cc1
    -1%, -33%, 3%, 0%, -1%, 5%, -2%
- COc1cccc(CNC(=O)Cc2c(C)c3ccc(OC)c(C)c3oc2=O)c1
    -3%, nt, 9%, 1%, nt, 3%, -8%
- O=C(CCC(=O)N1CC2CCCN2c2ccccc21)NCc1ccccc1Cl (stereo not drawn)
    0%, 12%, 2%, 0%, -1%, -2%, -3%
- CCOC(=O)c1cc(-c2ccccc2)n(CCC(=O)NCCc2ccc(C)cc2)c1C
    -1%, -16%, 2%, 3%, ?, 47%[activator], 22%
- COc1cc(Nc2nc(SCC(=O)c3ccc(Br)cc3)nc3ccccc23)cc(OC)c1
    -3%, -10%, -3%, -3%, -8%, -28%, -17%
- O=C(COc1ccccc1Cl)Nc1nc(-c2ccc(F)cc2)ns1
    -9%, -1%, 0%, -1%, 10%, -4%, ?
- Cc1c(Cl)cccc1NC(=O)Nc1nnc(N(C)Cc2ccccc2)s1
    2%, -2%, 3%, -3%, -2%, -4%, 9%
- CC(C)COc1ccc(C(=O)N2CCN(CCc3ccncc3)CC2)cc1
    -6%, -5%, 1%, 1%, 5%, -7%, -12%
- COc1cc(OC)cc(-c2nnc(SCC(=O)N3CCC(C)CC3)o2)c1
    -1%, -2%, 1%, -2%, 10%, 0%, -11%
- CCOc1ccc(-n2c(SCC(=O)N3CCCc4ccccc43)nc3c([nH]c4ccccc43)c2=O)cc1
    0%, 3%, 3%, 0%, 5%, -1%, 23%
- COc1cccc(NC(=O)N(CCC(C)C)C2CCN(C(C)C)CC2)c1
    -6%, -2%, -1%, 2%, -15%, 10%, -3%
- CC1CCCN(Cc2c(O)ccc3c(=O)c(Oc4ccccc4Cl)c(C(F)(F)F)oc23)C1 (stereo not drawn)
    -2%, -12%, 4%, 0%, 20%, 0%, -2%
- Cc1coc2cc3oc(=O)c(CC(=O)NCc4ccccc4)c(C)c3cc12
    0%, -2%, 7%, -1%, -11%, 12%, -4%
- COc1ccc(-c2cc(C(C)=O)c(C)n2CCC(=O)Nc2ccc(C)c(Cl)c2)cc1
    -6%, ?, 0%, -2%, ?, 14%, 16%
- Cc1ccc(C)c(N2CCN(C(=O)C3CCCN(S(=O)(=O)c4ccc5c(c4)oc(=O)n5C)C3)CC2)c1 (stereo not drawn)
    -1%, -16%, 1%, 0%, 3%, ?, 14%
- Cc1cccc(S(=O)(=O)c2cn(Cc3ccccc3)c3cc(N4CCOCC4)c(F)cc3c2=O)c1
    0%, -8%, 0%, 0%, ?, -17%, -26%
- CC1CCCCN1C(=O)c1ccc2c(c1)N(Cc1ccc(F)cc1)C(=O)c1ccccc1S2(=O)=O (stereo not drawn)
    -9%, -12%, 0%, -2%, 5%, 0%, 0%
- Cc1ccc(C)c(NC(=O)CN(CCc2ccccc2)S(=O)(=O)c2ccccc2)c1
    9%, ?, 1%, 0%, 6%, 8%, -20%
- Cc1cccc(N2CCN(C(=O)Cn3nc(Cc4cccnc4)c4ccccc4c3=O)CC2)c1C
    -1%, -11%, 6%, ?, 5%, 49%[activator], ?
